TDP1 cell noCPT = qHTS for Inhibitors of human tyrosyl-DNA phosphodiesterase 1 (TDP1): qHTS in cells in absence of CPT | 420,000 tested, 15% active | Potency, µM (titrated, usually from 46.2 µM), inactives show at the top dose activity change, negative = growth inhibition, hits mostly inhibitors | DT40 Tdp1-/- hTDP1 cells, no CPT, ATP luminescence, 48 h | AID 686978, 2013; also: nearly all actives have a fitted effect of over 55% in size
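Seeded 400 DT40-hTDP1 cells/well (vehicle DMSO, no 20 nM CPT); pinned compounds; ≥48 hr at 37 °C; CellTiter-Glo luminescence as viability measure.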
GCN5L2 inh = qHTS Assay for Inhibitors of GCN5L2; GCN5L2 HAT assay, ThioGlo1 CoA-SH fluorescence; Potency, µM (top dose mostly 58.9 µM), for inactives: at the highest dose activity change, negative = inhibition, hits mostly inhibitors; Histone acetyltransferase KAT2A (Homo sapiens), Q92830; 390,000 tested, 0.21% active
Target sequence (Q92830 whole entry, looked up): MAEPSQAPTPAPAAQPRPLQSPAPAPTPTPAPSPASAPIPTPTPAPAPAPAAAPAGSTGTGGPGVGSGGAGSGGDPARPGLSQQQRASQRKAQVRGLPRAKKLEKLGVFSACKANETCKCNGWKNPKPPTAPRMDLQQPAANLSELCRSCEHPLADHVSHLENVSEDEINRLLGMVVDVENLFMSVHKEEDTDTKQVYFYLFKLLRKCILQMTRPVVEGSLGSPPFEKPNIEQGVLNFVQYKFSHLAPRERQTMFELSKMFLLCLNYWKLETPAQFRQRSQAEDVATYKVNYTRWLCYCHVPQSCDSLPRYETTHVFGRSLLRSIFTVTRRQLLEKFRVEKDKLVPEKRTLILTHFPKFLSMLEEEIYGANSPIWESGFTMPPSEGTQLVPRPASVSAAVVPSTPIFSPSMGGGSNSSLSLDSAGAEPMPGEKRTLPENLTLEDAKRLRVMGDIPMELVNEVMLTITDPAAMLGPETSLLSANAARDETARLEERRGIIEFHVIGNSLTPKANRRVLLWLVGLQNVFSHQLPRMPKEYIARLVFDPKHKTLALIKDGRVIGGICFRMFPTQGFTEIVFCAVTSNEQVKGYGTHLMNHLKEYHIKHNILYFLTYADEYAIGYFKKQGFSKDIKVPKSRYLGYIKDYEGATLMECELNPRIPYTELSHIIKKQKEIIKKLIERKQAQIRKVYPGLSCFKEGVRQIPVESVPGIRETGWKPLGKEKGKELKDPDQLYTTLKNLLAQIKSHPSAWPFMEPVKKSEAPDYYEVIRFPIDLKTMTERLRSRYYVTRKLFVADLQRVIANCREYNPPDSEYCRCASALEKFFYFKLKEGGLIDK
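GCN5L2 (20 nM) in 50mM HEPES pH 7.5, 0.1mM EDTA, 0.01% Tween-20 preincubated 15 min with compounds at room temperature. Reaction started with H3(1-25) 75uM, acetyl-CoA 70uM, ThioGlo1 50uM; CoA-thiol fluorescence (Ex340/Em540) read at 0 and 20 min.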
TDP1 cell CPT = qHTS for Inhibitors of human tyrosyl-DNA phosphodiesterase 1 (TDP1): qHTS in cells in presence of CPT; chicken DT40 Tdp1-/-;hTDP1 cells + 20 nM CPT, ATP luminescence, 48 h; Potency, µM (doses to about 46.2 µM), for the others: at the highest dose activity change, negative = growth inhibition, actives largely listed as inhibitors; 420,000 tested, 12% active; also: nearly all actives have a fitted effect of over 55% in size
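Chicken DT40 Tdp1-/- cells complemented with human TDP1, 400 cells/well, exposed to compounds plus 20 nM camptothecin for at least 48 h at 37 C; viability read as ATP content by CellTiter-Glo luminescence.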
* hit, by the source's call; ? = inconclusive; nt = no result given; & = joins results of further samples. Calls follow the shape of the dose curve; as a rule, active = well fitted curve in the direction sought with a large enough effect; inconclusive = small, poorly fitted or top-dose-only effect, or another doubt; inactive = no such curve, though single readings can be large; an effect the other way counts as inactive or inconclusive. % is scaled to controls: 0 for no effect and ±100 for the full control effect; potency is read from the fitted curve at half-maximal effect.

entry | compound | TDP1 cell CPT | GCN5L2 inh | TDP1 cell noCPT
1 | O=c1c2cc3ccccc3nc2ncn1CCc1ccc(Cl)cc1 | -79% | nt | ?
2 | N#CC1=C(N)OC2=C(CN(Cc3ccccc3)C/C2=C\c2cccnc2)C1c1cccnc1 (centres undefined) | ? | -5% | ?
3 | CS(=O)(=O)c1ccc(C(=O)OCC(=O)NC(=O)C2COc3ccccc3O2)cc1[N+](=O)[O-] (centres undefined) | 16µM* | -5% | 18µM*
4 | CCCCn1c(N)c(N(CCOC)C(=O)CSc2nnc(-c3ccco3)n2CC)c(=O)[nH]c1=O | 4% | 2% | 1%
5 | CCc1ccc(NC(=O)CC2C(=O)N(c3ccc(C)cc3)C(=O)N2C2CCCC2)cc1 (centres undefined) | ? | -6% | 21µM*
6 | CCC1(CC)NC(=O)N(CC(=O)OCC(=O)c2cc(C)c(C)cc2C)C1=O | -17% | -6% | ?
7 | Cc1ccc(C(=O)n2nc(C)c(S(=O)(=O)N3CCOCC3)c2C)cc1 | -17% | -3% | ?
8 | COc1cc2[nH]c(=S)nc(NCCc3ccc(C)cc3)c2cc1OC | ? | 4% | ?
9 | COc1ccc(C2(C)NC(=O)N(CC(=O)N3CCc4ccccc43)C2=O)cc1OC (centres undefined) | -16% | -5% | 8%
10 | CN(C)C(=S)SCC(=O)Nc1ccc(Cl)cc1Cl | -5% | 0% | -13%
11 | Cc1ccccc1CNC(=O)C(=O)NCCC1CCCCN1S(=O)(=O)c1ccccc1 (centres undefined) | 16µM* | -14% | 18µM*
12 | CC1CCN(C(=O)Cn2c(=O)n(CCCC(=O)NCc3ccco3)c(=O)c3sccc32)CC1 | 0% | 1% | -1%
13 | Cc1ccc(-n2nnnc2SCC(=O)N2CC(=O)Nc3ccccc32)cc1 | ? | -8% | ?
14 | Cc1cc(C)nc(N/N=C/c2ccccc2OCc2cccc(Br)c2)n1 | ? | -9% | 18µM*
15 | O=C(c1ccccc1)C1N=NCC1c1ccc(Cl)cc1 (centres undefined) | 11% | nt | ?
16 | O=C(Nc1nc(-c2ccc([N+](=O)[O-])cc2)cs1)c1c(F)cccc1F | -3% | -6% | 4.6µM*
17 | CC1(NC(=O)c2ccccc2)CCN(CCc2cccs2)C1=O (centres undefined) | -22% | -4% | -4%
18 | O=C(CC(C(=O)O)c1c[nH]c2ccccc12)c1ccccc1 (centres undefined) | -5% | 0% | -4%
19 | CN(CC(=O)Nc1ccc(F)cc1)C(=O)c1cccc(S(=O)(=O)N2CCN(c3ccccc3)CC2)c1 | 16µM* | -4% | 21µM*
20 | CC(NC(=O)C(=O)c1cn(CC(=O)N2CCCC2)c2ccccc12)c1ccccc1 (centres undefined) | -3% | nt | ?
21 | Cc1cc(C)cc(NC(=O)CN2C(=O)COc3ccc(S(=O)(=O)Nc4ccccc4)cc32)c1 | -24% | -8% | -19%
22 | Cn1c(COc2ccc(Cl)cc2)nnc1SCc1ncc(-c2ccccc2)o1 | ? | -9% | 16µM*
23 | CC(=O)Nc1ccc(SCC(=O)c2ccc(Br)s2)cc1 | ? | -20% | ?
24 | Cc1ccc(CNC(=O)CN2CCN(c3ccc(F)cc3)CC2)cc1 | -20% | 1% | ?
25 | O=C(NC(=S)Nc1cccnc1Cl)c1ccc(Cl)cc1 | -28% | -3% | -20%

Look-ups from the entries so far.
#21 | TDP1 cell noCPT = -19%
#4 | TDP1 cell noCPT = 1%
#2 | GCN5L2 inh = -5%

Continuation.
entry | compound | TDP1 cell CPT | GCN5L2 inh | TDP1 cell noCPT
26 | CCOc1ccc(/C=N/OCC(=O)NC(c2ccccc2)c2ccccc2)cc1 | -74% | -8% | ?
27 | Cc1ccc(C(=O)O/N=C(\N)c2ccccn2)c(Cl)c1 | ? | -3% | ?
28 | CCCCOc1ccc(C(C)(O)CCN2CCOCC2)cc1 (centres undefined) | 8% | -1% | -22%
29 | CCC(C)[C@H]1CN=C(N)N1CCc1cc(C(F)(F)F)cc(C(F)(F)F)c1 (some centres undefined) | 3.3µM* | 4% | 4.6µM*
30 | O=C1[C@H]2[C@@H](c3ccccc3)N[C@]3(CCCN(Cc4ccc(Br)cc4)C3=O)[C@H]2C(=O)N1Cc1ccccc1 | ? | nt | 23µM*
31 | Cc1cc(-c2ccccc2)nc(N/N=C/c2ccc(N(C)C)cc2)n1 | ? | nt | 15µM*
32 | CCOc1ccc(CNC(=O)c2ccc(NC(=O)N3CCCCc4ccccc43)cc2)cc1OC | -21% | -16% | 3%
33 | Cc1ccc(-c2cc(C(=O)Oc3ccccc3Cl)no2)cc1C | -4% | -11% | -2%
34 | CC(=O)Nc1ccc(-c2ccnc3c2CC(C)(C(=O)Nc2ccc(F)c(Cl)c2)O3)cc1 (centres undefined) | ? | nt | 23µM*
35 | COc1ccc(OC(=O)CN2C(=O)C3C4CCC(C4)C3C2=O)cc1 (centres undefined) | 3% | 0% | ?
36 | Cc1cc(N/N=C/c2cccc(F)c2)nc(NCc2ccccc2)n1 | ? | -4% | 13µM*
37 | CC(=O)N(c1ccc(C)cc1)c1nc(C)cc(C)c1C#N | 3% | 1% | -9%
38 | CCOC(=O)c1cc2c(ccn2C)n1CC(=O)N1CCN(c2ccc(F)cc2)CC1 | 1% | -5% | -10%
39 | S=C(NCc1ccco1)N1CCN(Cc2ccc(Cl)cc2Cl)CC1 | ? | -5% | 23µM*
40 | CCOc1ccc(CN2C(=O)c3ccccc3Sc3ccc(C(=O)NCCc4ccccc4)cc32)cc1 | -28% | 0% | ?
41 | COc1ccc(-c2noc(CCC(=O)N3CCN(c4ccccc4F)CC3)n2)cc1 | -16% | -6% | -16%
42 | CC(=O)c1cccc(NC(=O)N2CCCC2C(=O)Nc2ccccc2C)c1 (centres undefined) | 5% | -2% | -3%
43 | Cc1nn(C)c2c1c(-c1ccccc1)cc(=O)n2CC(=O)NC(C)c1ccccc1 (centres undefined) | ? | -11% | ?
44 | CCOC(=O)c1ccc(NC(=O)CC2Nc3cccc4cccc(c34)NC2=O)cc1 (centres undefined) | 2.6µM* | -11% | 2.6µM*
45 | CCCCSc1ncnc2c1sc1nc(N3CCOCC3)c3c(c12)CCCC3 | 0% | -1% | -11%
46 | COc1ccc([C@@H]2[C@@H]3C(=O)N(C(C)(C)C)C(=O)[C@@H]3[C@]3(C)C(=O)N(c4ccc(C)cc4)C(=O)N23)cc1 | 11% | -9% | 15%
47 | Cc1cc(F)c(F)c(C(=O)N2C(C)CCCC2C)c1Cl (centres undefined) | ? | -2% | ?
48 | C[C@@H]1C(=O)O[C@H]2C[C@@]34[C@H]5C[C@@H](C(C)(C)C)[C@]36[C@@H](OC(=O)[C@@H]6O)O[C@@]4(C(=O)O5)[C@]21O | -1% | -2% | 16%
49 | CCOC(=O)c1cc(-c2ccc(F)cc2)nc2c1c(=O)[nH]c(=O)n2Cc1ccccc1 | ? | -7% | ?
50 | COC1=C(Br)C(=O)c2nc(C)ccc2C1=O | 0.65µM* | nt | 0.58µM*

By substructure, the entries above containing a cyano group.
entry | compound | TDP1 cell CPT | GCN5L2 inh | TDP1 cell noCPT
2 | N#CC1=C(N)OC2=C(CN(Cc3ccccc3)C/C2=C\c2cccnc2)C1c1cccnc1 (centres undefined) | ? | -5% | ?
37 | CC(=O)N(c1ccc(C)cc1)c1nc(C)cc(C)c1C#N | 3% | 1% | -9%

Remaining list, next part.
entry | compound | TDP1 cell CPT | GCN5L2 inh | TDP1 cell noCPT
51 | N#Cc1ccc(NC(=O)C2=COCCO2)cc1 | -6% | -4% | ?
52 | CN(C)CCCNc1ncnc2c1cnn2Cc1ccccc1Cl | 4% | -1% | -2%
53 | CCOC1=C2CN(S(=O)(=O)c3ccc(C)cc3)[C@H](c3ccccc3)C[C@H]2n2c(=O)n(-c3ccccc3)c(=O)n2C1 | 0% | nt | -2%
54 | O=C(O)CCCn1cc(NC(=O)c2ccc(F)cc2)cn1 | 12% | -11% | -1%
55 | CCOc1ccc(-c2cc(CCCC(=O)NCc3ccc(C)cc3)no2)cc1 | -22% | 2% | -24%
56 | Cc1cccc(C)c1NC(=O)C(c1ccnc2ccccc12)N1CCN(C)CC1 (centres undefined) | ? | nt | 18µM*
57 | COc1ccccc1C(=O)C1CCCN(C(=O)c2cccc(-n3cccn3)c2)C1 (centres undefined) | ? | 1% | ?
58 | C=CCN(CC=C)C(=O)C1CCN(S(=O)(=O)c2ccc(N3CCCC3=O)cc2)CC1 | -28% | 1% | ?
59 | CCOc1cc(C(=O)N2CC(=O)Nc3ccc(C)cc3C2c2ccccc2)cc(OCC)c1OCC (centres undefined) | 18µM* | -12% | 21µM*
60 | CC1=CC(C)(C)NC(=S)N1c1cccc(C)c1 | ? | ? | ?
61 | COc1ccc(C(=O)NCC(=O)OCC(=O)N2CCc3ccccc32)cc1 | 2% | 0% | 2%
62 | COc1ccc(/C=C/c2ccccn2)cc1 | ? | nt | -103%
63 | O=C(O)c1ccccc1S(=O)(=O)NCC(O)COc1ccc(Br)cc1 (centres undefined) | -2% | ? | 1%
64 | O=C(CN1CCCN(Cc2ccc(F)cc2Cl)C1=O)NC1CCCCCC1 | ? | 0% | ?
65 | O=c1c(-c2cccnc2)nc2ccccc2n1C(c1ccccn1)c1nc2ccccc2[nH]1 (centres undefined) | ? | nt | -28%
66 | N#Cc1ccccc1NC(=O)Nc1ccccc1 | 17% | -1% | -1%
67 | O=C(NCc1ccco1)c1ccc(C(F)(F)F)cc1 | -11% | -5% | -16%
68 | Cc1nc2c(OCc3cccc(Cl)c3)cccn2c1N(C)CC1CC1 | ? | nt | 21µM*
69 | Cc1csc(=NC(=O)c2ccccc2)n1C | -3% | 2% | -17%
70 | O=C(CNC(=O)C1CCCCC1)OCc1ccccc1 | 19% | nt | 1%
71 | COc1ccc(OC)c(CCNC(=O)C(C)n2nc(C)c3c(C)n(-c4ccc(C)cc4)nc3c2=O)c1 (centres undefined) | ? | -3%&-3% | 18µM*
72 | Cc1ccc(CNC(=O)CCC(=O)N2CC(C)Oc3ccc(Cl)cc32)cc1 (centres undefined) | ? | ? | -20%
73 | O=C(CN(Cc1ccccc1Cl)C(=O)c1csnn1)NC1CCCC1 | -3% | -5% | -25%
74 | O=C(Oc1cncc(Cl)c1)c1sccc1Cl | -6% | nt | -26%
75 | O=C1CSC(=S)N1/N=C/c1c(F)cccc1F | ? | 0% | -9%

6 compounds from above, reduced to TDP1 cell CPT and TDP1 cell noCPT:
item | Structure | TDP1 cell CPT | TDP1 cell noCPT
59 | CCOc1cc(C(=O)N2CC(=O)Nc3ccc(C)cc3C2c2ccccc2)cc(OCC)c1OCC (centres undefined) | 18µM* | 21µM*
60 | CC1=CC(C)(C)NC(=S)N1c1cccc(C)c1 | ? | ?
61 | COc1ccc(C(=O)NCC(=O)OCC(=O)N2CCc3ccccc32)cc1 | 2% | 2%
62 | COc1ccc(/C=C/c2ccccn2)cc1 | ? | -103%
63 | O=C(O)c1ccccc1S(=O)(=O)NCC(O)COc1ccc(Br)cc1 (centres undefined) | -2% | 1%
64 | O=C(CN1CCCN(Cc2ccc(F)cc2Cl)C1=O)NC1CCCCCC1 | ? | ?

(more compounds)
entry | compound | TDP1 cell CPT | GCN5L2 inh | TDP1 cell noCPT
76 | C=CCn1c(-c2ccccc2)cc(SC)c(C#N)c1=O | 0% | -12% | -11%
77 | CCC1Sc2ccccc2N(CC(=O)NCc2ccccc2OC)C1=O (centres undefined) | -2% | -7% | -21%
78 | Cc1cc(NC(=O)CCC(=O)N(Cc2ccco2)C(C(=O)NCC2CCCO2)c2ccncc2)no1 (centres undefined) | 4% | -11% | -9%
79 | COC(=O)Cc1csc(NC(=O)CSc2nnc3ccccn23)n1 | ? | -3% | ?
80 | O=C(CN(C(=O)CNS(=O)(=O)c1ccc(F)cc1)c1cccc(F)c1)NCC1CCCO1 (centres undefined) | -19% | -5% | -5%
81 | CCOC(=O)c1coc(C(=O)OCC)c1C(=O)OCC | -5% | nt | 2%
82 | Cc1ccc(C(=O)N/C(=C\c2ccccc2)C(=O)OCc2ccccc2)cc1 | 29µM* | 4% | ?
83 | O=C(NCC1CCCN(C2Cc3ccccc3C2)C1)c1cccs1 (centres undefined) | -3% | ? | -3%
84 | CC12CCCC[C@@H]1CCC1C2CCC2(C)C1CC[C@@]2(O)CNCCO (some centres undefined) | ? | -24% | ?
85 | Cc1ccc(N2C(=O)[C@@H]3[C@H](C2=O)C2c4ccccc4C=CN2[C@@H]3C(=O)c2ccco2)c(C)c1 (some centres undefined) | ? | 0% | ?
86 | C=CCn1c(=N)c(C(=O)NCCCOC)cc2c(=O)n3cccc(C)c3nc21 | ? | -6% | ?

Compound profiles, as listed above. Screens in order: TDP1 cell CPT, GCN5L2 inh, TDP1 cell noCPT
C=CCn1c(=N)c(C(=O)NCCCOC)cc2c(=O)n3cccc(C)c3nc21 reads ?, -6%, ?
Cc1cc(NC(=O)CCC(=O)N(Cc2ccco2)C(C(=O)NCC2CCCO2)c2ccncc2)no1 (centres undefined) reads 4%, -11%, -9%
